Assay outcomes (PubChem)
hERG rescue = compounds protecting human hERG from proarrhythmic drug block | Q12809 | CHO-hERG, FluxOR thallium flux, dofetilide IC70 present | activation (rescue from dofetilide block), less the hit threshold, % at 10 µM | actives 0.51% (n = 310,000);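 active = activation above the mean of controls blocked by dofetilide plus 5 SD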;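 also: thallium influx through hERG after potassium depolarization seen as dye fluorescence rise; in these data hits start at about 4.7%; inactives centre near -7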
KCNQ1 inh = blocks the human KCNQ1 potassium channel | P51787 | CHO-K1 KCNQ1, FluxOR thallium flux fluorescence; hits give high values | B-score at 10 µM | actives 1.3% (n = 310,000) | AID 2642;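 active = compounds whose thallium flux B-score, printed positive for inhibition, exceeds three library SD while starting fluorescence stays within three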;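 also: channel opened by potassium depolarization with thallium stimulus after 20 min compound exposure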
Platelet DG rel = modulates dense granule release in human platelets | human platelet-rich plasma, SFLLRN dense granule ATP release, luminescence | inhibition, %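 (compounds screened at 7.5 µM in platelet-rich plasma)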 | actives 0.22% (n = 300,000) | AID 1663;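 active = mean replicate score, as percent of positive control, at or above 50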
TRPC4 inh = inhibitors of mouse TRPC4 channel; Q9QUQ5; HEK293 TRPC4beta/mu-opioid, DAMGO-evoked Fluo4 calcium flux; hits give low values; B-score at 10 µM; actives 0.39% (n = 300,000); AID 2247;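 active = B-score over 3 SD under the library average, no early fluorescence shift, positive overall ratio signal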
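Signal: kinetic Fluo4 fluorescence imaging of calcium influx. Material: stable TRPC4beta/mu-opioid receptor HEK293 cells. Probe or stimulus: DAMGO in two steps, submaximal then maximal.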
PolyA inh = blocks polyadenylation in yeast reporter cells. S. cerevisiae SKY197-pL101 polyadenylation reporter, beta-gal luminescence; efflux-impaired pdr1/pdr3 knockout yeast; score 100 = 6 SD above DMSO. calls only at 12 µM. actives 0.02% (n = 300,000);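 active = lowest replicate activity score at least 50, where 100 means six control SD above control mean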;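 also: yeast exposed to compound for 9 h at 30 °C; higher score means more reporter readthrough which indicates perturbed polyadenylation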
KCNK3 inh = human KCNK3 channel inhibition, primary screen; O14649; CHO-KCNK3 thallium flux, FluxOR fluorescence; hits give low values; B-score at 10 µM; actives 0.84% (n = 340,000);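 active = B-score under library mean minus 4 SD, starting fluorescence ratio at most library mean plus 5 SD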;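 also: more negative B-score means stronger inhibition of thallium flux through KCNK3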
Target sequence (O14649 whole entry, looked up): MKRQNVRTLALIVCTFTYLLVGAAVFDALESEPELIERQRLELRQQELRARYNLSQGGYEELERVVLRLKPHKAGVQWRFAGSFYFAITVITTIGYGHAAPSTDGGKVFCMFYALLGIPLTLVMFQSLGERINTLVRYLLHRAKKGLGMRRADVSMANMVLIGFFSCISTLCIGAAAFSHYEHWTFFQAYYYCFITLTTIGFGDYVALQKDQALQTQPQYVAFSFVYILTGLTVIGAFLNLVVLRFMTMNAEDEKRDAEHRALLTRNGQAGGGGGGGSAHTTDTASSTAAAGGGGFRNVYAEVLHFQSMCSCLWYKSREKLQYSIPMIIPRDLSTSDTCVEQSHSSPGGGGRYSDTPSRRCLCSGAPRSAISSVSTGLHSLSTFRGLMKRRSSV
Dyrk1A ADPGlo = Dyrk1A (rat) kinase inhibition | AID 504441 | ADP-Glo luminescence, NFATc1 peptide | Q63470 | actives 0.43% (n = 310,000) | inhibition, % at 12.5 µM; in the data active = inhibition above about 50%;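 also: plate controls were vehicle with enzyme for no effect and no enzyme for full effect; many of its hits are not listed in these tables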
KCNQ1 act = potentiators or activators of human KCNQ1 potassium channel. actives 0.35% (n = 310,000). CHO-K1 KCNQ1, thallium flux FluxOR fluorescence; hits give high values. AID 2648. B-score at 10 µM. P51787;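 active = fluorescence ratio B-score, a plate-corrected score, at least three library SD, with initial intensity B-score within 5 SD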
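Assay system: CHO-K1 cells stably expressing KCNQ1; Medium: assay buffer with matched DMSO; Also added: K+/Tl+ depolarizing stimulus; Dosing: single dose; Timing: dye 90 min, compound 20 min, room temperature; Measured by: kinetic FluxOR thallium fluorescence, 10-s 1-Hz baseline, 110-s post-stimulus read; Read-out: peak-minus-minimum fluorescence over initial fluorescence, negative-control normalized, B-scored.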
KCNK9 inh = blocks the human KCNK9 two-pore domain potassium channel | actives 1.2% (n = 310,000) | HEK293 KCNK9, FluxOR thallium flux fluorescence; hits give low values | Q9NPC2 | AID 488922 | B-score at 10 µM;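 active = ratio B-score over 3 SD below the library mean, with starting fluorescence within 5 SD of its mean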;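 also: negative B-score means less thallium flux so channel inhibition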
Target sequence (Q9NPC2 whole entry, looked up, the tested form may be a part): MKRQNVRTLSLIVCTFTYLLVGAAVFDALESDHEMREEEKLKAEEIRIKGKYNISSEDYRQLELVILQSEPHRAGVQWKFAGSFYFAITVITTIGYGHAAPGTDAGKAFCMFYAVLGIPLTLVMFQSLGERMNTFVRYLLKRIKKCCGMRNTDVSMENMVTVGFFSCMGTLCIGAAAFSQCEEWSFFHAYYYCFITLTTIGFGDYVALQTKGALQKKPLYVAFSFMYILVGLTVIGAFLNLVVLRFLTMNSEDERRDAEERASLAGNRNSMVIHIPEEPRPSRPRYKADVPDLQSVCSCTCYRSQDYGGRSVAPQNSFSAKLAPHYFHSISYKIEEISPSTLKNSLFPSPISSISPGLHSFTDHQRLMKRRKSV
TRPC4 act = activators of mouse TRPC4 channel. Q9QUQ5. HEK293 TRPC4beta/mu-opioid, Fluo4 calcium fluorescence; hits give high values. B-score at 10 µM. actives 0.49% (n = 310,000);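 active = B-score above 5 SD of library B-scores, and initial fluorescence ratio not above library mean plus 5 SD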;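 also: positive B-score marks a calcium rise read as TRPC4 activation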
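Assay system: HEK293 stable line with TRPC4beta plus mu-opioid receptor. Times: dye 45 min RT, read 110 s. Measured by: kinetic Fluo4 calcium fluorescence. Measure: B score of integrated ratio. Controls: assay buffer as low control, maximal DAMGO as high control.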
TRPC4 PAM = allosterically enhances the mouse TRPC4 cation channel | Q9QUQ5 | HEK293 TRPC4beta/mu-opioid, DAMGO EC20, Fluo-4 Ca2+ flux; hits give high values | B-score at 10 µM | actives 0.42% (n = 310,000);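 active = B-score of calcium response area above 5 SD of library B-scores, with initial fluorescence ratio within 5 SD of library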;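 also: B-score of integrated fluorescence ratio over time as area under calcium response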
Numbers without * were called inactive; i = inactive; · = not tested or not shown. Only part of the results is shown (hit frequency here may not be typical).

SMILES	hERG rescue	KCNQ1 inh	Platelet DG rel	TRPC4 inh	PolyA inh	KCNK3 inh	Dyrk1A ADPGlo	KCNQ1 act	KCNK9 inh	TRPC4 act	TRPC4 PAM
CCCCOc1cccc(C2C(C(=O)c3ccc(C)o3)=C(O)C(=O)N2Cc2ccco2)c1 (stereo unspecified)	-14	i	·	i	·	i	-4	i	i	i	i
COc1ccc(OCc2nnc3n2N=C(c2ccccc2)C(CC(=O)O)S3)cc1 (stereo unspecified)	-10	i	-5	i	i	i	2	i	i	i	i
Cc1nc2c(=O)n(-c3cccc(C(F)(F)F)c3)nc(C)c2s1	-1	i	4	i	i	i	18	i	i	i	i
CCCn1c(C)cc(C(=O)COC(=O)c2c(C)nn(-c3ccccc3)c2C)c1C	-11	i	10	i	i	i	-16	i	i	i	i
CCOC(=O)c1cc(NC(=O)c2cccnc2)ccn1	-1	i	2	i	i	i	1	i	i	i	i
O=C(C1CCN(c2nc(-c3ccccc3)nc3c2CCC3)CC1)N1CCC(O)CC1	-8	i	6	i	i	i	6	i	i	i	i
CC(C)N(C(=O)CSc1nnc(NC(=O)c2cccs2)s1)C(C)C	-6	i	1	i	i	i	-1	i	i	i	i
CCOC(=O)c1sc(NC(=S)NC(=O)c2ccccc2)nc1C	24*	i	8	i	i	i	3	23*	i	i	i
C=CCN(CC=C)C(=O)Nc1cc(OC)ccc1OC	-5	i	4	i	i	i	-3	i	i	i	i
COCCCN=CC1=C(O)CC(c2ccccc2)CC1=O (stereo unspecified)	-5	i	-7	i	i	i	-2	i	i	i	i
COc1cc(F)c(S(=O)(=O)N2CCOc3ccccc32)cc1OC	-4	i	1	i	i	i	3	i	i	i	i
CCSc1nnc(N(CCC#N)CCC#N)s1	2	i	4	i	i	i	0	i	i	i	i
Cc1nnc(NC(=O)CCSc2ccc(Cl)cc2)s1	-8	i	4	i	i	i	2	i	i	i	i
O=C1CCCCCC1C1(O)C(=O)Nc2ccc(Br)cc21 (stereo unspecified)	-9	i	-2	i	i	i	1	i	i	i	i
COc1ccccc1/C=N/NC(=O)CNC(=O)c1ccccc1	-14	i	25	i	i	i	-3	i	i	i	i
COc1ccc2nc(N3CCN(C(=O)c4ccc5ncsc5c4)CC3)sc2c1	-12	i	3	i	i	i	-2	i	i	i	i
Cc1nn(CC2CC2)c(=O)n1-c1ccccc1	-9	i	0	i	i	i	·	i	i	i	i
CN1CCN(NC(=O)c2cc(S(=O)(=O)N3CCOCC3)c(Cl)cc2Cl)CC1	-6	i	5	i	i	i	1	i	i	i	i
O=C1C(Cl)=C(NCC2CCCO2)C(=O)N1c1ccccc1 (stereo unspecified)	-4	i	-2	i	i	i	2	i	i	i	i
Cc1cc(=O)oc2c3c(cc(OCC(=O)NCC(=O)O)c12)OC(C)(C)CC3	-6	i	-1	i	i	i	2	i	i	i	i
O=C(CN1CCCc2ccccc21)N/N=C/c1ccc(O)cc1O	-9	i	-3	i	i	i	2	i	i	i	i
COC(=O)C1CCCN1S(=O)(=O)c1ccc2ccccc2c1 (stereo unspecified)	-9	i	3	i	i	i	-6	i	i	i	i
COC(=O)c1ccc(-c2ncc[nH]2)cc1	-20	i	2	i	i	i	4	i	i	i	i
CCOc1ccc(-c2ccc(SCC(=O)N3CCOCC3)nn2)cc1	-17	i	2	i	i	i	·	i	i	i	i
COc1ccc(OCC(=O)N2CCC3(CC2)CC(=O)c2ccccc2O3)cc1	-14	i	1	i	i	i	-6	i	i	i	i
COCCNS(=O)(=O)c1ccc2c(c1)C(=NO)c1cc(S(=O)(=O)NCCOC)ccc1-2	-11	i	14	i	i	i	-1	i	i	i	i
Cc1cc(/C=N/NC(=O)c2ccncc2)c(C)n1-c1cccc(C(F)(F)F)c1	-5	i	3	i	i	i	1	i	i	i	i
CCCn1ncc(/C=N/O)c1C	-12	i	23	i	i	i	·	i	i	i	i
Cc1cc(=O)[nH]c(SCC(=O)/C=C2\N(C)c3ccccc3C2(C)C)n1	-22	11*	-28	i	i	i	-8	i	i	i	i
COC(=O)COc1ccc(S(=O)(=O)NCc2ccco2)cc1Cl	-13	i	5	i	i	i	6	i	i	i	i
Cc1cc[n+](CC(=O)c2cc3ccccc3oc2=O)cc1	-12	i	14	i	i	i	-4	i	i	i	i
O=C(Cc1c[nH]c2ccccc12)NCc1ccccc1F	-7	i	3	i	i	i	0	i	i	i	i
CC1CCN(Cc2c(C(=O)N/N=C/c3ccc(OC(C)C)cc3)nnn2-c2nonc2N)CC1	-15	i	-21	i	i	i	-5	i	i	i	i
COc1ccc(-c2c(NC(=O)C(C)C)n(C)c3ccccc3c2=O)cc1	-3	i	-10	i	i	i	6	i	i	i	i
Cc1cnccc1CN(C)C(=O)CC1C(=O)NCCN1CC1CCCCC1 (stereo unspecified)	-8	i	-1	i	i	i	-7	i	i	i	i
Cc1ccccc1NC(=O)c1c([N+](=O)[O-])c(C(C)(C)C)nn1C	-10	i	-19	i	i	i	-7	i	i	i	i
O=C(CSc1nnc(NC(=O)c2c(F)cccc2F)s1)NCc1ccco1	-11	i	0	i	i	i	-3	i	i	i	i
CCC(C)NC(=O)CSc1nc2c(sc(=S)n2-c2cc(Cl)ccc2OC)c(=O)[nH]1 (stereo unspecified)	-6	i	-2	i	i	i	-1	i	i	i	i
Cc1nn(-c2ccccn2)c2c1C(c1ccsc1)C1=C(CCCC1=O)N2 (stereo unspecified)	-5	i	-2	i	i	i	3	i	i	i	i
CCCn1c(=O)c2[nH]c(C3CCCC3)nc2n(CCC)c1=O	-8	i	-4	i	i	i	8	i	i	i	i
CC(=O)c1cccc(NC(=O)CN2C(=O)c3ccccc3C2=O)c1	-6	i	-2	i	i	i	2	i	i	i	i
Cc1ccccc1NC(=S)NC(=O)Cc1ccc(Cl)cc1	0	i	3	i	i	i	-2	i	i	i	i
CC(=O)c1ccc(NC(=O)Cn2cnc(S(=O)(=O)N3CCCC3)c2)cc1	-12	i	-4	i	i	i	0	i	i	i	i
Cc1ccccc1CSc1[nH]c(=O)ncc1C	-4	i	-9	i	i	i	·	i	i	i	i
Oc1cccc(NC(=S)N=Nc2c(O)[nH]c3ccc(Br)cc23)c1	-19	i	0	i	·	i	34	i	i	i	i

Random excerpt: seven compounds from above, in no set order.
SMILES	hERG rescue	KCNQ1 inh	Platelet DG rel	TRPC4 inh	PolyA inh	KCNK3 inh	Dyrk1A ADPGlo	KCNQ1 act	KCNK9 inh	TRPC4 act	TRPC4 PAM
Cc1nn(-c2ccccn2)c2c1C(c1ccsc1)C1=C(CCCC1=O)N2 (stereo unspecified)	-5	i	-2	i	i	i	3	i	i	i	i
CC1CCN(Cc2c(C(=O)N/N=C/c3ccc(OC(C)C)cc3)nnn2-c2nonc2N)CC1	-15	i	-21	i	i	i	-5	i	i	i	i
O=C(CSc1nnc(NC(=O)c2c(F)cccc2F)s1)NCc1ccco1	-11	i	0	i	i	i	-3	i	i	i	i
Cc1ccccc1CSc1[nH]c(=O)ncc1C	-4	i	-9	i	i	i	·	i	i	i	i
O=C(Cc1c[nH]c2ccccc12)NCc1ccccc1F	-7	i	3	i	i	i	0	i	i	i	i
Oc1cccc(NC(=S)N=Nc2c(O)[nH]c3ccc(Br)cc23)c1	-19	i	0	i	·	i	34	i	i	i	i
COc1ccc(-c2c(NC(=O)C(C)C)n(C)c3ccccc3c2=O)cc1	-3	i	-10	i	i	i	6	i	i	i	i

The list goes on:
SMILES	hERG rescue	KCNQ1 inh	Platelet DG rel	TRPC4 inh	PolyA inh	KCNK3 inh	Dyrk1A ADPGlo	KCNQ1 act	KCNK9 inh	TRPC4 act	TRPC4 PAM
CCOc1ccc(NC(=O)NC23CC4CC(CC(C4)C2)C3)cc1	-4	i	-1	i	·	i	-4	i	i	i	i
O=C(c1ccc(Cl)cc1)C1CCCN(Cc2cccn2-c2ccccn2)C1 (stereo unspecified)	-20	i	-3	i	i	i	-2	i	i	i	i
CCNC(=O)c1ccccc1NC(=O)c1cccc(S(=O)(=O)N2CCOCC2)c1	-9	i	2	i	i	i	15	i	i	i	i
C[C@@H]1CC[C@@]2(O[C@@H](CCO)C[C@H](O)[C@H]2O)O1	2	i	-2	i	i	i	8	i	i	i	i
CN(C)C(=O)C12CCC(C)(C(=O)C1Br)C2(C)C (stereo unspecified)	-1	i	4	i	i	i	6	i	i	i	i
